# Assay outcomes from PubChem BioAssay.
# OXTR ag – human OXTR agonism; 320,000 tested, 0.32% active; AID 2435; activation, % at 3 µM; P30559; CHO-OTR cells, Fluo-8 calcium fluorescence; normalized: DMSO 0%, oxytocin 100%;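 active means activation above the mean of all tested compounds plus 3 SD, cutoff set per screening run, cut at about 20% in these data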;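 further: peak over basal fluorescence ratio from a 100 s FLIPR kinetic read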
# Target sequence (P30559 whole entry, looked up): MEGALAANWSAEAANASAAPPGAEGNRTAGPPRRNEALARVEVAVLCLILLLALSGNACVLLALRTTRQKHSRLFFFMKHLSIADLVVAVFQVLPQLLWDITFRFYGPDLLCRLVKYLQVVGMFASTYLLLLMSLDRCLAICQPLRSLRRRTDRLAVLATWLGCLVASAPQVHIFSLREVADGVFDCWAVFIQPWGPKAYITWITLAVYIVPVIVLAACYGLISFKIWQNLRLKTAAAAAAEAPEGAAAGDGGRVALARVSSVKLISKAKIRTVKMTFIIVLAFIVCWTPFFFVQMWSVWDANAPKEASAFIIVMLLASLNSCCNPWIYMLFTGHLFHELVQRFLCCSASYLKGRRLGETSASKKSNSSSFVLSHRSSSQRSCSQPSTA
# V1R ag counter – counter-screen for oxytocin receptor agonists: human V1a receptor agonists; CHO-V1R cells, Fluo-8 calcium fluorescence, agonist mode; 0% DMSO, 100% 3 nM vasopressin; activation, % at 3 µM; 320,000 tested, 0.25% active; AID 2797;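 active means activation above the mean activation of all tested compounds plus 3 SD, per screening run, cut at about 20% in these data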;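 further: signal is peak over basal fluorescence ratio across a 100 second FLIPR read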
# Target sequence (P37288 whole entry, looked up): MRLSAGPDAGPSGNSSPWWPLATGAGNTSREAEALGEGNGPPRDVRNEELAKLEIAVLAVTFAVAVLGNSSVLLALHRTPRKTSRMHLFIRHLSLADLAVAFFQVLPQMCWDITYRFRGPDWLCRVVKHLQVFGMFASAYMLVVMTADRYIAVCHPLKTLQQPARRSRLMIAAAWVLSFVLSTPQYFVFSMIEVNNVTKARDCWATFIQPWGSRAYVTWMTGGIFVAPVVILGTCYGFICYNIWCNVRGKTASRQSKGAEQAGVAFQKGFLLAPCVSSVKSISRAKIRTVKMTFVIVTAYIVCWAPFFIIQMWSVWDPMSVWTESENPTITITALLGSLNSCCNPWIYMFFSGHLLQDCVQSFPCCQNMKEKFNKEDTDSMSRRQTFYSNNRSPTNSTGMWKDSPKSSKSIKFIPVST
# MEKK2mut PB1 HTS – signal of MEK5 binding to mutant human MEKK2 PB1 domain; AID 1530; percent response, % at 10 µM; 290,000 tested, 0.35% active; bead flow cytometry, Alexa488-MEK5 binding to MEKK2 mutant; in the data active means percent response above about 24%, passing the limit was not always enough; further: inactives centre near 1; some results filed as inactive read as strong as hits; reference of the scale not given here
# NALP1 yeast inh – blocks the NALP1 inflammasome reconstituted in yeast. AID 2071. S. cerevisiae NALP1/ASC/caspase-1 growth, X-gal OD620, 72 h. inhibition, % at 10 µM. 280,000 tested, 0.61% active; in the data active means inhibition mostly above about 24%, no sharp cut-off; inactive means mostly below about 32%; further: some compounds called inactive have numbers as strong as hits
# OXTR potentiator – human OXTR potentiation; P30559; CHO-OTR cells, Fluo-8 calcium fluorescence, potentiator mode; 0% = oxytocin EC15, 100% = EC100; activation, % at 3 µM; 320,000 tested, 0.061% active;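 active means activation above that plate's cutoff, the mean activation of tested compounds plus 3 SD, cut at about 6.6% in these data, passing the limit was not always enough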;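 further: 100% uses oxytocin at 75 nM as the full agonist control; some results filed as inactive read as strong as hits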
#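 Assay system: CHO-OTR cells, human receptor / Also added: oxytocin at about EC15, sub-maximal agonist stimulus / Dosing: single dose, 3.0 µM nominal final compound concentration / Incubation: 6 min pre-incubation, 100 s read / Technique: Fluo-8 calcium dye fluorescence / Read-out: % activation vs EC15 and EC100 oxytocin / Benchmarks: EC15 oxytocin low, 75 nM oxytocin high / Replicates: singlicate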
# GPR7 antag – blocks human GPR7 receptor signaling; GPR7-expressing cells, fluorescence antagonist assay; inhibition, % at 4.4 µM; 290,000 tested, 1.1% active; P48145; in the data active means inhibition above about 16%, passing the limit was not always enough;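 further: cells stimulated with the agonist NPW; 0% = agonist with vehicle and 100% = vehicle without agonist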
# M18AAP inhibitor – blocks P. falciparum M18 aspartyl aminopeptidase. recombinant PfM18AAP, H-Glu-NHMec fluorogenic cleavage. 290,000 tested, 1.2% active. inhibition, % at 7.35 µM;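 active means inhibition above the campaign mean inhibition over all tested compounds plus 3 SD, cut at about 28% in these data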;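 further: 0% = plate median of test compound wells and 100% = 2 mM ZnCl2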
# GalR3 antagonist – antagonists of human GalR3. 360,000 tested, 0.44% active. HEK293 GalR3-CNG cAMP membrane potential fluorescence; galR3 body fused to GalR1 C-terminus. AID 651719. inhibition, % at 3 µM. O60755;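 active means inhibition above the screen-wide average plus 3 SD, cut at about 13% in these data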;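 further: forskolin and galanin both at EC90 stimulate the cells; cAMP rise reported by CNG channel membrane potential dye signal; 0% = forskolin plus galanin with DMSO and 100% = forskolin alone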
# Target sequence (O60755 1-299 limits assumed): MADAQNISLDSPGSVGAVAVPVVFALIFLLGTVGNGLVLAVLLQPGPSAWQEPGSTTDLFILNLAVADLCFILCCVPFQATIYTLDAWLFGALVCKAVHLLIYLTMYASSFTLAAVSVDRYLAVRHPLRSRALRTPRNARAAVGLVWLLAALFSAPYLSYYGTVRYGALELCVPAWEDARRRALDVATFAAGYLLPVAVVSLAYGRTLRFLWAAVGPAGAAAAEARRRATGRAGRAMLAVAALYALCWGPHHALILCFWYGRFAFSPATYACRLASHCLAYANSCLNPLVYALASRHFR
# MEKK2 WT-MEK5 – raises or lowers MEK5 binding to wildtype human MEKK2 PB1 domain; Q9Y2U5; bead flow cytometry, Alexa488-MEK5 binding to MEKK2 WT; actives lie on both sides; binding response (% of control), % at 10 µM; 290,000 tested, 1.1% active; in the data active means binding response below about 67% or above about 130%
# Starred values were filed as active, the others as inactive; . = not tested or not shown.
(1) CC1CN(C)C(C)CC1NCc1ccc2c(c1)OCO2 (stereo unspecified)
(2) Cc1ccccc1N1C(=O)CC(N2CCN(C(=O)c3ccco3)CC2)C1=O (stereo unspecified)
(3) Cc1ccccc1N=Nc1c(C)[nH]n(-c2ccccc2)c1=O
(4) CC1CCN(S(=O)(=O)c2ccc(S(=O)(=O)NCc3cccnc3)cc2)CC1
(5) Cc1cc(C)cc(C(=O)Nc2ccc(NC(=O)c3cccs3)cc2)c1
(6) CN1CCN(c2nc(-c3ccccc3)ncc2S(=O)(=O)c2ccccc2)CC1
(7) CSc1nnc(C)c(/C=C/Nc2ccc(F)cc2F)n1
(8) CCn1c(SCC(=O)Nc2nc(C)cs2)nnc1-c1ccco1
compound no.	1	2	3	4	5	6	7	8
OXTR ag	1.4	0.7	.	2.6	-1.4	1.0	0.8	0.5
V1R ag counter	0.5	0.5	.	1.0	0.9	0.2	2.0	-0.4
MEKK2mut PB1 HTS	1	14	-7	1	-2	2	-3	5
NALP1 yeast inh	14	12	-10	3	6	18	16	6
OXTR potentiator	1	-2	.	-4	0	-7	0	-14
GPR7 antag	-13	0	-10	-2	11	-4	-5	5
M18AAP inhibitor	5	-12	1	2	3	3	0	-7
GalR3 antagonist	0	-2	.	-2	-2	-14	-8	-4
MEKK2 WT-MEK5	103	104	93	98	101	105	91	106

(9) c1ccc(C2=Nn3c(nnc3-c3n[nH]c4c3CCC4)SC2)cc1
(10) O=C(C[C@H]1C/C=C\C[C@H](NC(=O)OCC2c3ccccc3-c3ccccc32)C(=O)OC[C@H](Cc2ccccc2)NC1=O)N[C@H](CO)Cc1ccccc1
(11) Cc1ccc(/C=C/C(=O)N2CCC(Cc3ccccc3)CC2)cc1
(12) O=C(c1ccco1)N1CCN(S(=O)(=O)c2cccc(C(F)(F)F)c2)CC1
(13) Cc1ccc2nc(SCC(=O)NCC3CCCO3)c(C#N)cc2c1 (stereo unspecified)
(14) CCOC(=O)C1=C(c2ccccc2)Nc2ncnn2C1c1ccc(O)cc1 (stereo unspecified)
(15) O=C(COC(=O)Cc1ccc(Cl)cc1Cl)Nc1ccccc1OC(F)F
(16) CCOc1cc(/C=N\NC(=O)c2ccc(NC(=O)C(C)(C)C)cc2)ccc1OC(=O)c1ccc(C)cc1
compound no.	9	10	11	12	13	14	15	16
OXTR ag	-1.4	0.7	-1.5	0.5	-2.5	1.6	-1.7	-0.8
V1R ag counter	-0.8	1.6	2.0	0.2	-0.6	0.4	-0.3	-0.1
MEKK2mut PB1 HTS	7	.	-1	-5	-13	7	-2	0
NALP1 yeast inh	-3	.	18	28	7	2	33	-4
OXTR potentiator	0	-7	-9	0	-1	-2	-4	-16
GPR7 antag	10	.	-12	-21	-3	-4	-6	-1
M18AAP inhibitor	-1	.	-4	2	1	-3	-2	4
GalR3 antagonist	-6	-3	-11	-5	0	-2	3	-1
MEKK2 WT-MEK5	105	.	100	94	91	100	100	94

(17) O=C(NCCCN1CCOCC1)c1cc(C(=O)C2CCCCC2)c[nH]1
(18) Cc1ccc(C(=O)NC2CCN(S(=O)(=O)c3ccc(C)cc3)CC2)cc1
(19) CCOCCCN(C(=O)Cn1nnc(-c2ccc(OC)c(OC)c2)n1)C(CC)C(=O)NC1CCCC1 (stereo unspecified)
(20) O=[N+]([O-])c1ccn(-c2nc(-c3cccs3)cc(C(F)(F)F)n2)n1
(21) CC1=NN(C(N)=S)C(=O)C1N=Nc1c(Br)cc(Br)cc1Br (stereo unspecified)
(22) O=C1Nc2cc(Cl)c(Cl)cc2N(O)N1c1ccc(Cl)c(Cl)c1
(23) CCOC(=O)c1ccc(NC(=S)N2CCN(CCO)CC2)cc1
(24) NCCSc1c(-c2ccc(Cl)cc2)[nH]c2ccccc12
compound no.	17	18	19	20	21	22	23	24
OXTR ag	0.9	-1.9	-1.6	-2.0	6.6	2.9	0.8	12
V1R ag counter	0.5	-1.7	-0.6	-0.3	5.5	1.3	0.6	5.7
MEKK2mut PB1 HTS	-4	-5	1	-8	-2	2	7	51*
NALP1 yeast inh	3	2	0	-1	10	10	13	13
OXTR potentiator	-9	2	-3	-17	-17	-8	-17	-7
GPR7 antag	-1	-11	-4	-15	-15	-6	-14	20
M18AAP inhibitor	-3	5	-1	-3	0	-5	-6	0
GalR3 antagonist	-4	2	-2	-7	-10	-9	-8	-9
MEKK2 WT-MEK5	96	95	114	90	100	101	103	171*

(25) CCN(CC(=O)NCc1cccs1)c1nnnn1-c1ccccc1
(26) Cc1cccc(C(=O)Nc2ccc3ccccc3c2)c1
(27) O=C1N=C(N2CCCC2)S/C1=C\c1cccc(Br)c1
(28) C=CCN1c2ccccc2[C@]23C[C@@H](C(=O)OC)N(C(=O)c4cc(C)oc4C)C2=NC(C(=O)OC)=C(C(=O)OC)[C@H]13
(29) COc1ccc(/C=C2\Oc3cc(OCC(=O)N4CCC[C@H]4C(=O)O)ccc3C2=O)c(OC)c1OC
(30) CCN(CC)S(=O)(=O)c1ccc(/C=C/C(=O)OCC(=O)Nc2cccc3ccccc23)cc1
(31) Cc1ccc(-c2nnc(-c3ccc(NC(=O)Cc4cccs4)cc3)o2)cc1
(32) CC(C)NC(=O)CN(CCc1ccccc1)S(C)(=O)=O
compound no.	25	26	27	28	29	30	31	32
OXTR ag	0.2	-2.2	1.3	-1.1	-0.4	-1.6	1.4	-0.2
V1R ag counter	-0.1	-0.5	3.3	-0.5	-0.1	0.6	0.6	-0.3
MEKK2mut PB1 HTS	0	-1	9	2	2	0	-2	2
NALP1 yeast inh	3	20	11	.	0	22	-11	6
OXTR potentiator	-10	-15	-19	-1	-1	-3	-6	4
GPR7 antag	13	3	-6	.	-2	-8	-3	-7
M18AAP inhibitor	10	1	2	.	1	0	-1	-4
GalR3 antagonist	-5	-8	-4	.	-8	-5	-2	3
MEKK2 WT-MEK5	104	103	106	147*	103	92	95	101

(33) Nc1c(C(=O)c2ccccc2)oc2ccc([N+](=O)[O-])cc12
(34) Cc1cc(OCc2cc(C(=O)N(C)CCOc3ccccc3)no2)cc(C)c1Cl
(35) O=C(NCc1ccc2c(c1)OCO2)C1CCCN1C(=O)Nc1ccc(Cl)cc1 (stereo unspecified)
(36) CCOc1ccc(S(=O)(=O)N2CCC(C(=O)N3CCN(C)CC3)CC2)cc1Cl
(37) COc1ccc(/C=C/C(=O)Oc2cccc(/C=N/NC(=O)Cc3ccc(Br)cc3)c2)cc1
(38) CCOc1ccc(/C=C/C(=O)Nc2ccc(N3CCOCC3)cc2)cc1
(39) CCOC(=O)c1ccc(NC(=O)CSc2nnc(NC(=O)c3ccc(S(=O)(=O)N4CCOCC4)cc3)s2)cc1
(40) O=C(NC(=S)NNC(=O)c1cccs1)c1ccco1
compound no.	33	34	35	36	37	38	39	40
OXTR ag	-0.2	2.0	-0.1	0.2	1.1	0.8	-0.6	0.9
V1R ag counter	-0.8	4.9	-0.9	0.9	0.9	-0.4	0.4	1.2
MEKK2mut PB1 HTS	-9	-2	-2	0	-16	.	-1	.
NALP1 yeast inh	.	22	18	-3	.	12	22	22
OXTR potentiator	-3	-8	-8	-8	-3	-12	-3	1
GPR7 antag	7	-4	6	6	2	-5	-6	-7
M18AAP inhibitor	-10	-5	0	2	-5	5	-3	23
GalR3 antagonist	-3	-3	-9	0	-6	1	6	-3
MEKK2 WT-MEK5	68	97	102	103	88	.	98	.

(41) CN(C(=O)CCNC(=O)Cn1ccc2ccccc2c1=O)c1ccc(Br)cc1
(42) COC(=O)c1sccc1NC(=O)Cn1nnc(-c2ccc(C)cc2)n1
(43) COc1ccc(-c2nnc(SCC(=O)N/N=C/c3ccccc3C(=O)O)n2-c2ccccc2)cc1
(44) NS(=O)(=O)c1ccc(NC(=S)Nc2ccc(Br)c(Cl)c2)cc1
(45) CC1(C(=O)OCC(=O)NCCNC(=O)COC(=O)C2(C)CC2(Cl)Cl)CC1(Cl)Cl (stereo unspecified)
(46) C[C@H](CO)N1C[C@H](C)[C@@H](CN(C)S(C)(=O)=O)Oc2ccc(NC(=O)Nc3ccc4c(c3)OCO4)cc2C1=O
(47) CSc1ccccc1C(=O)Nc1ccc(C)c(C)c1
(48) Cc1ccccc1NS(=O)(=O)c1ccc2c3c(cccc13)C(=O)N2C
compound no.	41	42	43	44	45	46	47	48
OXTR ag	0.7	-1.0	-1.0	2.6	3.2	-0.1	-1.2	-0.5
V1R ag counter	0.2	-0.3	-0.2	0.8	3.2	0.4	-0.5	2.1
MEKK2mut PB1 HTS	-6	-3	-1	-15	8	.	1	-4
NALP1 yeast inh	10	.	17	-2	20	.	10	20
OXTR potentiator	-8	-8	-11	-9	-3	9	-6	-8
GPR7 antag	-5	1	1	4	-2	.	-2	-5
M18AAP inhibitor	-4	-7	2	-4	1	.	0	-11
GalR3 antagonist	-9	-4	-4	-8	-4	-5	3	-3
MEKK2 WT-MEK5	100	105	100	93	107	.	96	100

(49) CCc1ccc(NC(=O)CCc2nnc3ccc(N4CCC5(CC4)OCCO5)nn23)cc1
(50) COC(=O)c1ccc(N2C(=O)CC(N3CCOCC3)C2=O)cc1 (stereo unspecified)
(51) CC(=O)C1C(=O)c2c(cccc2[N+](=O)[O-])C1=Nc1ccc(S(N)(=O)=O)cc1 (stereo unspecified)
(52) CC1CN(C(=O)CCC(=O)NCCc2ccccc2)c2ccccc2O1 (stereo unspecified)
(53) COc1cc(/C=N/NC(=S)Nc2cccc(S(=O)(=O)N(C)C)c2)cc(OC)c1O
(54) CC1=CC(C)C(/C=N/N=C(N)N)C(C)C1 (stereo unspecified)
(55) Cc1ccc(S(=O)(=O)N(C)CCCC(=O)NC(C)(C)C)cc1
(56) CCOC(=O)c1c(-c2ccc(OC)cc2)csc1/N=C/C1C(=O)CCCC1=O
(57) Cc1noc(C)c1C(=O)OC(C)C(=O)Nc1ccc(S(=O)(=O)NC(C)C)cc1 (stereo unspecified)
(58) COc1ccccc1-c1noc(CCC(=O)Nc2ccccc2Cl)n1
compound no.	49	50	51	52	53	54	55	56	57	58
OXTR ag	-1.7	0.3	-1.1	-1.9	-2.6	0.0	0.1	3.1	-0.1	1.3
V1R ag counter	0.5	1.8	0.5	-0.3	-1.5	1.0	0.6	5.5	0.8	0.1
MEKK2mut PB1 HTS	1	-2	-2	0	3	-4	-2	-5	-2	-2
NALP1 yeast inh	7	-45	6	4	-1	7	5	29	24	33
OXTR potentiator	-6	1	-1	-3	-4	-1	-2	-4	-3	3
GPR7 antag	0	-3	-5	-4	-6	16	-15	-4	-6	-8
M18AAP inhibitor	4	-3	31*	-2	43*	-1	4	34*	2	-9
GalR3 antagonist	-2	-1	-2	.	-7	-3	-2	-6	1	-2
MEKK2 WT-MEK5	97	91	97	97	110	103	94	95	97	86

# Complete entries, looked up by structure. Order of values: OXTR ag, V1R ag counter, MEKK2mut PB1 HTS, NALP1 yeast inh, OXTR potentiator, GPR7 antag, M18AAP inhibitor, GalR3 antagonist, MEKK2 WT-MEK5
# Entry for CC1=CC(C)C(/C=N/N=C(N)N)C(C)C1 (stereo unspecified) : 0.0, 1.0, -4, 7, -1, 16, -1, -3, 103
# Entry for Cc1noc(C)c1C(=O)OC(C)C(=O)Nc1ccc(S(=O)(=O)NC(C)C)cc1 (stereo unspecified) : -0.1, 0.8, -2, 24, -3, -6, 2, 1, 97
# Entry for Cc1ccc(S(=O)(=O)N(C)CCCC(=O)NC(C)(C)C)cc1 : 0.1, 0.6, -2, 5, -2, -15, 4, -2, 94
